FLuc stim CS – FLuc activators, initial screening, artefact control for FLuc-dependent activation tests, biochemical, ATPlite luminescence. activation factor at 10 µM. 200,000 tested, under 10 active. AID 1027, 2008. ATPlite luciferase biochemical, 10 min; 0 = ATP-free wells, 1 = DMSO control. Luciferin 4-monooxygenase (Photinus pyralis), P08659;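 active = luciferase activation factor, scaled between plate controls, of at least 2 with compound at 10 µM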
Target sequence (P08659 whole entry, looked up): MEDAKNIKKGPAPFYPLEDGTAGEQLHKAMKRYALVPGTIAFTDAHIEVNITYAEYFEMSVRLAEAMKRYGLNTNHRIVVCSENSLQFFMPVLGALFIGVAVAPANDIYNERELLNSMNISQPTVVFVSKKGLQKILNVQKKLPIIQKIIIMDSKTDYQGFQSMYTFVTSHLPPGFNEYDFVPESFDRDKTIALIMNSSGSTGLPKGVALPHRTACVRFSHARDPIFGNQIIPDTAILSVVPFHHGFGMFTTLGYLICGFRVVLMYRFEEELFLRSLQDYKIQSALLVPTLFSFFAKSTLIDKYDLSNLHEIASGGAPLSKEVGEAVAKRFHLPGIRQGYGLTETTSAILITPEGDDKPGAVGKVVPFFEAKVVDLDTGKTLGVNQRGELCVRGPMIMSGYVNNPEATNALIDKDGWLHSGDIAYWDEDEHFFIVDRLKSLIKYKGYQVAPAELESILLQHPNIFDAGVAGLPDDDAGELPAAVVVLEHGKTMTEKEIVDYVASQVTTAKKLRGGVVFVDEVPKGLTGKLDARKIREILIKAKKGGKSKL
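Assay system: Luciferase/luciferin detection reagent, cell-free biochemical luciferase assay / Read-out: luciferase activation / Benchmarks: No-ATP low control, compound-free enzyme-plus-ATP high control / Medium: PBS buffer for ATP / Detection: luminescence measurement of luciferase light output / Schedule: 10 min at ambient temperature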
Hsp70 activator – Hsp70 transcriptional activators, primary screen, cell-based, HeLa, Hsp70 promoter luciferase, luminescence, 10 µM | hit rate 0.04% among 200,000 | AID 1203, 2008 | activation, % at 10 µM | HeLa Hsp70 promoter luciferase reporter; scaled: vehicle 0, proteasome-inhibitor control 100%;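 active = activation above the mean across all tested compounds plus 3 SD, cutoff set per campaign, cut at about 5.5% in these data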;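 also: 100% = MG132 at 30 µM as the positive control and 0% = DMSO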
DTT redox prof – compounds producing H2O2 with reducing agent – biochemical, NIH compound library profiling, artefact control for MLSCN library redox annotation, primary screen; DTT-dependent redox cycling H2O2, phenol red/HRP absorbance; 100% = 100 µM peroxide control, 0% = buffer; hit rate 0.03% among 200,000; AID 878, 2007; activation, % at 10 µM;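 active = activation of at least 50% relative to the plate's high and low controls in the primary single-dose screen; inactive = activation below 50%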;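 also: compound incubated with DTT at 0.8 mM final as the reducing agent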
STAT1 activator – STAT1 signaling activators, primary screen, cell-based, HTS, luciferase reporter | NIH 3T3 STAT1-luciferase reporter, IFN-gamma, luminescence; 100% = IFN-gamma alone, no compound | activation (% of control), % at 5.5 µM | hit rate 2.6% among 200,000;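 active = activation above the screen-wide mean activation plus 3 SD, cut at about 130% in these data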;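 also: raw ratio to IFN-gamma control signal so 100% means no change and 0% no light; values of inactives mirror those of a sister screen read the other way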
APP transl inh – inhibitors of APP translation via 5'UTR reporter, primary screen, APP 5'UTR luciferase, SH-SY5Y cells. hit rate 0.82% among 190,000. inhibition, % at 2 µM. SH-SY5Y APP 5'UTR-luciferase reporter, luminescence;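 active = inhibition above a set limit, derived from the sample mean plus 3 SD, cut at about 45% in these data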; also: values of inactives mirror those of a sister screen read the other way
FLuc inh counter – firefly luciferase enzyme inhibitors, primary screen, artefact control for luciferase-based inhibitor screens, biochemical, luminescence, ATPLite. Luciferin 4-monooxygenase (Photinus pyralis), P08659. 10 min. inhibition, % at 10 µM. hit rate 1.5% among 200,000;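 active = inhibition above about 50% when tested at 10 µM, limit read from the data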
Efa HMGR inh – inhibitors of E. faecalis class II HMGR, primary screen, biochemical, Enterococcus faecalis. HMG-CoA reductase (Enterococcus faecalis, mvaE). inhibition, % at 10 µM. purified E. faecalis HMGR, NADPH absorbance 340 nm kinetic. hit rate 0.41% among 190,000;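 active = inhibition above a set limit, the median over all tested compounds plus 3 SD, cut at about 9.5% in these data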;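 also: enzyme runs in reverse so mevalonate oxidation gives rising NADPH absorbance; 0% = complete reaction with DMSO and 100% = background rate lacking mevalonate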
NF-kB expr up – activators of NF-kB expression in neurons, primary screen, cell-based, HTS | fold change at 12.5 µM | human neuronal cells, NF-kB reporter expression; hits give high values | hit rate 1.6% among 190,000; in the data active = fold change above about 3.3
G6PDH CS – L. mesenteroides G6PDH inhibitors, counter-screen for G6PDH-coupled screening assays, biochemical, Leuconostoc mesenteroides enzyme. glucose-6-phosphate dehydrogenase [Leuconostoc mesenteroides]. Purified L. mesenteroides G6PDH, diaphorase/resazurin coupled fluorescence, 45 min. inhibition, % at 5 µM. hit rate 0.12% among 200,000; in the data active = inhibition above about 50%
APP 5'UTR act – activators of APP 5'UTR luciferase reporter, primary screen, SH-SY5Y cells; activation, % at 2 µM; AID 1276, 2008; hit rate 1% among 190,000; SH-SY5Y APP 5'UTR luciferase reporter, luminescence; zero percent = DMSO vehicle wells;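 active = activation above a set limit, based on mean plus 3 SD of controls, cut at about 140% in these data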; also: values of inactives mirror those of a sister screen read the other way
* marks the source's active call; other numbers are inactive results; nt = not tested or not shown. Rows are unselected. About 5.3% of those tested had a hit in this group.

SMILES | FLuc stim CS | Hsp70 activator | DTT redox prof | STAT1 activator | APP transl inh | FLuc inh counter | Efa HMGR inh | NF-kB expr up | G6PDH CS | APP 5'UTR act
COc1ccc(C(C)=O)cc1CN1C(=O)NC2(CCCCC2C)C1=O (stereo unspecified) | 1.1 | -0.5 | 1.8 | 95 | -7 | -7 | -2 | 0.66 | 6 | 7
O=S(=O)(Nc1nc2ccccc2nc1Cl)c1ccc2c(c1)OCCO2 | 1.1 | 0.1 | -0.3 | 96 | -4 | -6 | -3 | 1.3 | 6 | 4
O=C(NCc1cccs1)C1CCC(=O)N1C1CCCCC1 (stereo unspecified) | 1.1 | -0.3 | -1.1 | 104 | -27 | -8 | -2 | 1.3 | 6 | 27
Cc1onc(-c2c(F)cccc2Cl)c1C(=O)NC(=S)Nc1c(C)n(C)n(-c2ccccc2)c1=O | 1.1 | -0.1 | 0.6 | 94 | 15 | -8 | -5 | 1 | 5 | -15
COc1ccc(OC)c(S(=O)(=O)N(C)CC(=O)O)c1 | 1.1 | -0.2 | 0.2 | 101 | -2 | -8 | -5 | 1.1 | 4 | 2
O=C(COC(=O)C1(c2ccccc2F)CCCC1)NCc1cccs1 | 1.1 | -0.1 | -0.7 | 81 | -7 | -7 | -1 | 1 | 0 | 7
CC1(C)CC(Cc2nc(=S)[nH][nH]2)C(=O)O1 (stereo unspecified) | 1 | -0.1 | -0.6 | 90 | -12 | -2 | -3 | 0.91 | 5 | 12
Cc1ccc(NC(=O)NC(=O)CSc2nnnn2C)c(C)c1 | 1.1 | -0.4 | -0.9 | 107 | -3 | -6 | 0 | 0.93 | 1 | 3
Cc1c(NC(=O)Nc2ccc3c(c2)OCO3)c(=O)n(-c2ccccc2)n1C | 1.1 | -0.5 | -3.7 | 102 | -12 | -7 | 0 | 1.4 | -19 | 11
CC(C)(C)c1ccc(-c2n[nH]c(=S)n2CCCN2CCOCC2)cc1 | 1 | -0.1 | 0.3 | 92 | -14 | -4 | 2 | 1.3 | 9 | 14
CCOC(=O)C1CCCN(C(=O)c2cc(Nc3ccc(OC)cc3OC)nc3ccccc23)C1 (stereo unspecified) | 0.9 | -0.4 | -1.3 | 98 | -7 | 12 | 0 | 0.39 | 1 | 7
Cc1ccccc1NS(=O)(=O)c1cc(C(=O)Nc2cccc([N+](=O)[O-])c2)ccc1C | 1 | -0.4 | -0.2 | 107 | nt | -5 | 5 | 0.5 | -14 | nt
N#CC(c1ccccc1)c1ccc(=O)[nH]n1 (stereo unspecified) | 1 | 0.2 | -0.6 | 99 | 8 | 0 | 2 | 1 | 6 | -8
CC1=C(C(=O)OCc2ccccc2)C(c2ccccc2-c2ccccc2)NC(=O)N1CCCCCC(=O)O (stereo unspecified) | 1.1 | 0.2 | 0.4 | 96 | -7 | -9 | 5 | 0.87 | 14 | 7
CCn1c2ccccc2c2nnc(SCCCn3c(=O)[nH]c4ccccc43)nc21 | 1 | 0.3 | -0.1 | 95 | 3 | 1 | 1 | 0.35 | -4 | -3
CN(C)S(=O)(=O)c1ccc(C(=O)Nc2ccc(S(=O)(=O)NC3=NCCCCC3)cc2)cc1 | 1 | -0.3 | -0.1 | 111 | -1 | -2 | -5 | 1.2 | 14 | 1
COc1cc(/C=N/N=C2\CC3CCC2(C)C3(C)C)ccc1O (stereo unspecified) | 1 | -0.1 | 0.3 | 111 | -19 | -1 | -1 | 0.92 | 15 | 19
COC(=O)C1=C(NC(C)=O)CCS1 | 1 | -0.4 | -0.1 | 94 | 5 | -4 | -9 | 1.1 | 1 | -5
COc1ccc(NC(=O)CC2C(=O)N(c3cccc(OC)c3)C(=O)N2C2CCCCC2)cc1 (stereo unspecified) | 1.1 | 0.2 | 1.7 | 98 | -1 | -8 | -1 | 1.1 | 14 | 1
CC(Nc1ccccc1N1CCCCC1)C(=O)N1CCc2ccccc21 (stereo unspecified) | 1.1 | -0.2 | -0.8 | 105 | -3 | -6 | -5 | 0.72 | 3 | 3
CN(CC(=O)NC1CCCCCC1)S(=O)(=O)c1ccccc1 | 1 | -0.1 | -0.4 | 102 | 7 | -2 | 2 | 1.1 | 3 | -7
O=C(NCc1cccnc1)Nc1ccc2c(c1)OCO2 | 0.9 | 0.2 | 0.7 | 115 | -3 | 9 | -2 | 1.1 | 12 | 3
Oc1ccccc1NCC(O)Cn1ccc2ccccc21 (stereo unspecified) | 1 | -0.3 | 1.5 | 102 | -12 | -5 | -2 | 0.91 | 40 | 12
CC(=O)COC(=O)c1cc(-c2ccc(C)cc2)nc2ccccc12 | 0.9 | -0.3 | -0.2 | 100 | 1 | 9 | -5 | 1.4 | 6 | -1
CN1CCN(C(=O)CCCOc2cc(=O)n(C)c3ccccc23)CC1 | 1.1 | 0.1 | -1.9 | 104 | -1 | -7 | -3 | 1.4 | -2 | 1

4 compounds drawn at random from the list so far, as already listed:
SMILES | FLuc stim CS | Hsp70 activator | DTT redox prof | STAT1 activator | APP transl inh | FLuc inh counter | Efa HMGR inh | NF-kB expr up | G6PDH CS | APP 5'UTR act
CCn1c2ccccc2c2nnc(SCCCn3c(=O)[nH]c4ccccc43)nc21 | 1 | 0.3 | -0.1 | 95 | 3 | 1 | 1 | 0.35 | -4 | -3
N#CC(c1ccccc1)c1ccc(=O)[nH]n1 (stereo unspecified) | 1 | 0.2 | -0.6 | 99 | 8 | 0 | 2 | 1 | 6 | -8
Oc1ccccc1NCC(O)Cn1ccc2ccccc21 (stereo unspecified) | 1 | -0.3 | 1.5 | 102 | -12 | -5 | -2 | 0.91 | 40 | 12
CN(CC(=O)NC1CCCCCC1)S(=O)(=O)c1ccccc1 | 1 | -0.1 | -0.4 | 102 | 7 | -2 | 2 | 1.1 | 3 | -7

More entries.
SMILES | FLuc stim CS | Hsp70 activator | DTT redox prof | STAT1 activator | APP transl inh | FLuc inh counter | Efa HMGR inh | NF-kB expr up | G6PDH CS | APP 5'UTR act
CC(C)C(C)(C#N)NC(=O)CSc1ncnc2sc(-c3ccccc3)cc12 (stereo unspecified) | 1 | -0.2 | -0.1 | 95 | -20 | -1 | -2 | 1.1 | -2 | 20
O=C1CN(C(=O)COc2ccccc2)CCN1 | 1 | -0.1 | -0.5 | 99 | nt | 2 | -3 | 1.3 | 6 | nt
O=C1Nc2ccccc2C12OCC(COc1ccc(Cl)cc1)O2 (stereo unspecified) | 1 | -0.1 | 0.9 | 95 | 6 | -5 | 0 | 0.71 | 1 | -6
CCOC(=O)c1ccc(NC(=O)CN2CCN(c3ccccc3)CC2)cc1 | 1.1 | 0.4 | 0.8 | 98 | 20 | -6 | -10 | 1.2 | -34 | -20
CCCCn1nnnc1SCC(=O)Nc1ccc2c(c1)OCCO2 | 1 | -0.4 | 2.3 | 103 | -21 | -4 | -6 | 1.2 | 9 | 21
CC1(C)CC(=O)C(C(c2ccco2)C2C(=O)CC(C)(C)CC2=O)C(=O)C1 | 1.1 | -0.1 | -0.2 | 99 | -34 | -10 | -1 | 0.89 | -3 | 34
O=C(CSc1ncnc2scc(-c3ccc(F)cc3)c12)c1ccc2c(c1)OCCO2 | 1.1 | -0.4 | 0.6 | 102 | -8 | -7 | -1 | 1.2 | 7 | 8
CCOC(=O)N1CCC2(CC1)C(C#N)=C(N)Oc1c2sc2nc(C)cc(C)c12 | 1 | -0.1 | 4.4 | 83 | 13 | -4 | 0 | 1.6 | 5 | -13
CS(=O)(=O)c1cnc(-c2ccccc2)nc1-c1ccccc1Cl | 1 | 0.1 | -0.3 | 103 | 0 | 1 | -1 | 1.1 | 13 | 0
CC(C)C(=O)NC(=S)Nc1ccc(S(=O)(=O)N(C)Cc2ccccc2)cc1 | 1.1 | -0.3 | -0.1 | 104 | -1 | -5 | -7 | 0.97 | 2 | 1
O=C(Nc1ccc2c(c1)OCO2)C1CC(c2ccc(F)cc2)=NO1 (stereo unspecified) | 1 | -0.1 | 0.8 | 101 | -8 | -4 | 0 | 0.76 | 0 | 8
FC(F)(F)c1ccccc1NC(=S)NC1CCN(Cc2ccccc2)CC1 | 1.1 | -0.3 | -0.6 | 98 | 0 | -10 | 0 | 1.4 | 16 | 0
COc1ccc(CC(=O)NCC2(c3ccc(OC)c(OC)c3)CCOCC2)cc1 | 1.1 | 0.5 | 0.1 | 100 | 3 | -6 | -2 | 1.1 | 3 | -3
COc1ccc(C2Nc3ccccc3C(=O)N2c2ccc(C)cc2)cc1COc1ccccn1 (stereo unspecified) | 1 | 0.8 | 0.1 | 131* | -120 | 3 | -2 | 2 | -10 | 120
CC(=O)n1nc(-c2ccco2)nc1N | 1.1 | -0.1 | -0.1 | 108 | 2 | -9 | 2 | 0.96 | 1 | -2
CC(=O)NCCC(=O)N1CCc2c([nH]c3ccccc23)C1c1cccc(Cl)c1 (stereo unspecified) | 1.1 | 0.0 | -0.4 | 103 | -2 | -7 | 0 | 0.84 | 18 | 2
CCN(C1CCCCC1)S(=O)(=O)c1cc(C)ccc1OC | 1.1 | 0.2 | 0.2 | 95 | -6 | -7 | -4 | 0.85 | -4 | 6
O=C(c1ccco1)c1nc2c(n1O)CCCCC2 | 1 | -0.2 | 2.1 | 94 | 8 | 0 | -3 | 1.4 | 2 | -8
O=C(O)CSCC(=O)NCc1ccc(Cl)cc1Cl | 1 | -0.1 | -1.3 | 98 | 5 | -4 | -1 | 1.1 | 12 | -5
N/C(=N\OCC(=O)Nc1ccccc1)c1nonc1N | 1 | -0.4 | -0.2 | 111 | -10 | -2 | -2 | 1.4 | -12 | 11
Cc1cccc(N(CC(=O)N2CCCC2)S(=O)(=O)c2ccccc2)c1 | 1 | -0.6 | 1.2 | 96 | 3 | -4 | 4 | 1.1 | 6 | -3
O=C(COC(=O)/C=C/c1ccc([N+](=O)[O-])cc1)NCc1ccccc1 | 1 | -0.3 | 0.3 | 104 | 2 | -1 | 2 | 1.4 | 4 | -2
O=C1CC2(CON=C2c2ccc(F)cc2)C(=O)N1c1ccc(F)cc1 (stereo unspecified) | 1 | -0.3 | -0.7 | 96 | 15 | -5 | -7 | 1.1 | 5 | -15
CCOC(=O)c1cnc(SC)nc1Sc1ccccc1Cl | 1.1 | -0.3 | 0.2 | 101 | -14 | -5 | 5 | 1.1 | -4 | 14
O=C(CC1SCCNC1=O)Nc1cc(Cl)cc(Cl)c1 (stereo unspecified) | 1.1 | -0.3 | 4.0 | 102 | 4 | -6 | 0 | 1.1 | 10 | -4
COc1ccc(/C(C)=N/NC(=O)C2CC2)cc1 | 0.9 | -0.1 | -0.4 | 104 | -10 | 7 | -3 | 1.2 | 6 | 10
OC(COCc1ccc(Cl)cc1)CN1CCN(CC(O)COCc2ccc(Cl)cc2)CC1 (stereo unspecified) | 1 | -0.6 | 2.8 | 94 | -8 | 5 | -9 | 0.81 | 0 | 8
CCOc1cc(CNCCc2ccc(S(N)(=O)=O)cc2)ccc1OCC(=O)NC1CCCCC1 | 1 | -0.3 | -0.2 | 101 | 65* | -4 | 1 | 0.4 | 2 | -65
